# Compound activity from PubChem.
# SSB-PriA inh = inhibitors of Klebsiella pneumoniae PriA binding to SSB C-terminal tail, primary screen, biochemical, AlphaScreen. AID 1272365, 2023. PriA–SSB C-terminal tail interaction (Klebsiella pneumoniae). 430,000 tested, 0.6% active. inhibition, % at 33 µM. AlphaScreen SSBct-PriA binding, biotinylated peptide; in the data active means inhibition mostly above about 37%, no sharp cut-off; inactive means mostly below about 20%;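 further: plate controls were negative control peptide for no effect and reference peptide for full effect; strong numbers were not always called active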
# Yp Topo-I inh = Yersinia pestis topoisomerase I inhibitors, primary screen, biochemical, cleavage product accumulation, plate reader, single point | Y. pestis Topo-I cleavage product accumulation | activity, % at 10 µM | 360,000 tested, 0.064% active; in the data active means activity above about 50%, passing the limit was not always enough; inconclusive means no clear call, values can overlap the other calls; further: inactives centre near 2
# DUSP3 inh = VHR1 phosphatase inhibitors, primary screen, biochemical, absorbance, uHTS; recombinant VHR phosphatase, pNPP absorbance; inhibition, % at 13.3 µM; 290,000 tested, 0.52% active; AID 1654, 2009; in the data active means inhibition above about 50%; further: some compounds called inactive have numbers as strong as hits
# Target sequence (P51452 whole entry, looked up): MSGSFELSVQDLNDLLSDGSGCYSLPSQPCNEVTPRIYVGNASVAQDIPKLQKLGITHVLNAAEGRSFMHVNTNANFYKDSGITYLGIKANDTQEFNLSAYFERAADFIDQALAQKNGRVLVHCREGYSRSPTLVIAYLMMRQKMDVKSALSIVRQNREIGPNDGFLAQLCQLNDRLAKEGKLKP
# TcdB inh = TcdB glycohydrolase inhibitors, primary screen, biochemical, single point, plate reader; Toxin B (Clostridioides difficile), P18177; inhibition, % at 9.99 µM; TcdB glycohydrolase enzymatic assay; AID 652162, 2013; 350,000 tested, 0.24% active; in the data active means inhibition above about 10%
# MazEF act = activators of E. coli MazEF toxin-antitoxin RNase, primary screen, biochemical, fluorescence, uHTS; Endoribonuclease toxin MazF (Escherichia coli (strain K12)), P0AE70; FAM/BHQ RNA-DNA oligo cleavage fluorescence, 5 h; activation, % at 20 µM; 350,000 tested, 0.32% active; in the data active means activation above about 50%
# Target sequence (P0AE70 whole entry, looked up): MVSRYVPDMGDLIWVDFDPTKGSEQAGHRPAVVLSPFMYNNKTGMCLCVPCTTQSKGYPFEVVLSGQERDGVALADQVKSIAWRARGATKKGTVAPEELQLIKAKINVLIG
# SARS 3CLpro inh = SARS-CoV 3CLpro protease inhibitors, primary screen, biochemical, quenched FRET; recombinant SARS-CoV 3CLpro, quenched FRET peptide cleavage; inhibition, % at 6 µM; 290,000 tested, 0.14% active; AID 1706, 2009; in the data active means inhibition above about 12%
# Anthrax LF prot = Bacillus anthracis LF protease inhibitors, primary screen, biochemical, multiplex microsphere, MLPCN library; inhibition, % at 10 µM; 360,000 tested, 0.12% active; Lethal factor (Bacillus anthracis), P15917; multiplex microsphere protease cleavage assay; in the data active means inhibition above about 30%; inconclusive means no clear call, values can overlap the other calls; further: plate controls were buffer without enzyme for full effect and enzyme alone for no effect
# PfHsp40 yeast = rescue of yeast from PfHsp40 toxicity, primary screen, S. cerevisiae, ATP luminescence; AID 504582, 2011; S. cerevisiae expressing PfHsp40, growth rescue; 340,000 tested, 0.68% active; growth rescue, % at 12.5 µM; in the data active means growth rescue above about 28%, passing the limit was not always enough; inconclusive means no clear call, values can overlap the other calls;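 further: yeast W303a lacking pdr1 and pdr3 grown in galactose medium; growth measured after three days at 30 °C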
# BH1578 lux ind = inducers of Vibrio cholerae quorum light production without autoinducers, primary screen, BH1578 luxS cqsA deficient, single point. V. cholerae BH1578 lux reporter, luminescence, 6 h. 350,000 tested, 0.16% active. activation, % at 18.7 µM. AID 588436, 2011; in the data active means activation mostly above about 9.7%, no sharp cut-off; inconclusive means no clear call, values can overlap the other calls; inactive means mostly below about 3.7%; further: not every result past the cut was called active; inactives centre near 0; reference of the scale not given here
# Rv3671c inh = Rv3671c serine protease inhibitors, primary screen, biochemical, fluorescence polarization, M. tuberculosis H37Rv; P9WHR9; inhibition, % at 5.96 µM; 320,000 tested, 0.048% active; in the data active means inhibition above about 38%;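 further: extracellular domain of Rv3671c used as enzyme; 0% = enzyme with DMSO and 100% = no enzyme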
# Target sequence (P9WHR9 whole entry, looked up, the tested form may be a part): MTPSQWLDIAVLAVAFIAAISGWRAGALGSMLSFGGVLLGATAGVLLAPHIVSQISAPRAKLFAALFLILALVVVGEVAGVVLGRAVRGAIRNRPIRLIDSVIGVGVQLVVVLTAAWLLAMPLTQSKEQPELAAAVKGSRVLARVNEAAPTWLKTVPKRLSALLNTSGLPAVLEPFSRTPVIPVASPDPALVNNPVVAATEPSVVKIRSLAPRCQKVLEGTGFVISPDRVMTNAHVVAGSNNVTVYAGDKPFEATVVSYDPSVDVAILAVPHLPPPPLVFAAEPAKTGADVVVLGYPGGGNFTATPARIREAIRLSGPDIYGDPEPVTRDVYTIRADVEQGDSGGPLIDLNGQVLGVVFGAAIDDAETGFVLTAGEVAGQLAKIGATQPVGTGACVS
# * = called active by the depositor; i = inactive; ? = inconclusive; nt = not tested or not shown. A portion of the library; count on the stated rates, not on these rows.
molecule	SSB-PriA inh	Yp Topo-I inh	DUSP3 inh	TcdB inh	MazEF act	SARS 3CLpro inh	Anthrax LF prot	PfHsp40 yeast	BH1578 lux ind	Rv3671c inh
COc1ccc(NS(=O)(=O)c2csc(C(N)=O)c2)cc1OC	4	6	-20	-4.2	5	-1	9	0.4	i	1
CCCCn1c(N)c(N(CCOC)C(=O)c2c(CC)noc2C)c(=O)[nH]c1=O	-1	-6	nt	0.6	1	nt	1	-0.7	-0.3	-5
Cc1nnc(SCC2=C(C(=O)O)N3C(=O)C(NC(=O)C(C)n4nc(C(F)(F)F)cc4C)C3SC2)s1 (stereo not given)	-3	-9	-6	0.9	-7	4	13	0.8	i	-3
COCCN(C(=O)Cn1nnc2ccccc21)C(C(=O)NC1CCCC1)c1cc(OC)ccc1OC (stereo not given)	-2	0	-9	nt	-8	5	6	0.4	-0.3	-3
CCOc1ccccc1NC(=O)N1CCCC(c2nc3c(nnn3Cc3ccc(C)cc3)c(=O)[nH]2)C1 (stereo not given)	-10	-3	11	nt	-4	1	3	-0.2	-0.2	5
COc1ccc(C(=O)C[n+]2ccc(N)c(C)c2C)cc1	2	-11	-28	1.3	-2	6	-3	-1.5	-0.4	-7
CCOC(=O)C(NC(=O)c1ccccc1F)(Nc1cc(C)on1)C(F)(F)F (stereo not given)	-5	0	-17	nt	3	6	1	-0.1	-0.3	-1
CCOC(=O)c1c(NC(=O)c2ccco2)sc2c1CCCCC2	-23	-3	-13	nt	2	-1	-4	-0.5	-0.4	-8
CCCc1cc(=O)[nH]c(SCc2nc3ccccc3s2)n1	-11	20	5	nt	-2	5	0	0.4	-1.0	1
O=C(NC1CCCCCC1)c1ccc(=O)n(Cc2ccccc2)n1	-15	25	-5	1.6	4	-2	-6	-0.1	-0.9	-7
COC(=O)c1ccc(Cn2nnc3c(=O)[nH]c(C4CCCN(S(=O)(=O)c5ccc(C)cc5)C4)nc32)cc1 (stereo not given)	-5	-13	4	2.9	-5	3	-1	-0.8	-5.3	1
Cc1onc(-c2c(F)cccc2Cl)c1C(=O)N1CCCC1	7	2	nt	-2.2	3	nt	5	-0.2	i	nt
COc1ccc(N(C(=O)c2cccnc2)S(=O)(=O)c2cc(OC)ccc2OC)cc1	5	4	14	0.0	-4	5	-6	0.8	1.5	3
CCCCn1nnc(NC(=O)c2ccc(-c3ccccc3)cc2)n1	-7	11	17	nt	4	4	2	0.9	1.2	-3
O=C1c2c([N+](=O)[O-])cc([N+](=O)[O-])cc2S(=O)N1Cc1ccccc1 (stereo not given)	7	4	22	2.2	-10	5	0	0.1	-0.3	3
Cc1ccc(C(=O)C=CC=Cc2ccccc2)cc1	nt	4	nt	1.1	-7	nt	1	nt	i	nt
O=C(NCc1ccc(F)cc1)c1cccc(S(=O)(=O)N2CCOCC2)c1	-10	-9	nt	4.4	3	nt	11	-0.9	0.0	5
CCOC(=O)c1sc(=S)n(-c2ccccc2)c1C	1	-2	17	2.0	-6	-4	0	nt	0.9	-6
CCOCCCN(C(=O)c1snc(C(N)=O)c1N)C(C(=O)NC1CCCC1)c1ccc(F)cc1 (stereo not given)	0	1	-3	-5.0	-5	2	1	0.2	-0.4	2
CN(C)CCCOC(=O)c1cc2ccccc2o1	-12	-14	37	nt	3	-7	-1	1.2	-0.2	-3
CCOc1ccccc1NC(=O)C1C2CCC3C(CCC21)C3(Cl)Cl (stereo not given)	-21	10	15	nt	3	7	1	2.1	-0.2	6
COCCn1c(=S)[nH]c2ncccc2c1=O	-3	7	3	nt	2	4	1	0.3	-7.6	3
CCCCc1nnc(NC(=O)CSc2nc(O)c(-c3ccccc3)c(=O)[nH]2)s1	-2	2	7	0.2	-9	-3	2	-1.5	-0.8	-6
COc1ccccc1CNC(=O)C1CCCCN1S(=O)(=O)c1ccccc1 (stereo not given)	-2	-1	25	2.0	7	-1	-4	0.1	-0.2	9
CCN=c1scc(-c2ccco2)n1/N=C/c1ccc(O)cc1	nt	-7	-8	nt	8	-3	-4	0.8	i	8
COC(=O)CC1C(=O)NCCN1C(=S)Nc1cc(C)cc(C)c1 (stereo not given)	-5	1	10	nt	2	4	-2	-1.0	-0.2	-13
COc1ccc(Oc2cccc(Cl)c2CNC(=O)c2ccccc2C(=O)O)cc1	-12	11	9	1.7	3	0	-1	nt	0.6	3
CCOC(=O)C1CCN(c2nc3cc(OC)ccc3cc2C#N)CC1	-42	25	-9	nt	-3	1	2	0.5	i	-5
CN(CC(=O)Nc1ccc(F)cc1)C(=O)CSc1nccn1C	6	3	nt	1.8	2	nt	0	-0.8	-0.7	8
CC(C)(C)c1ccc(C(=O)NCCC(=O)NCc2ccc(F)cc2)cc1	nt	5	nt	-0.3	11	nt	-3	nt	-0.8	nt
N#CC1(Nc2cccc(Cl)c2)CCCC1	-13	5	nt	0.3	-2	nt	-7	-0.4	i	nt
CC(C)CN(CC(C)C)C(=O)c1cc(S(=O)(=O)N2CCCCC2)c[nH]1	9	17	-1	0.5	6	-1	-2	-0.2	i	-11
O=C(O)c1ccc(Cl)c(S(=O)(=O)Nc2ccc(OCc3ccccc3)cc2)c1	6	11	-19	0.5	1	8	2	0.5	-0.1	0
Cc1c([N+](=O)[O-])c(C/C=N/O)nn1C	i	3	-18	0.8	-8	4	18	-0.5	i	nt
COc1ccc(-n2nc(C(N)=O)c(O)cc2=O)cc1	0	1	-5	-0.6	-11	0	1	0.9	-0.3	0
Cc1ccc(N(Cc2cc3cccc(C)c3[nH]c2=O)S(=O)(=O)c2ccccc2)c(C)c1	3	14	-12	nt	-1	2	-2	-0.6	-2.9	-4
Cc1cccc(OC2(c3ccccc3)OC(=O)c3ccccc32)c1C (stereo not given)	-22	29	4	nt	-3	0	-4	3.5	-3.3	-5
c1cc2c(cc1[C@H]1OC[C@H]3[C@@H]1CO[C@H]3c1ccc3c(c1)OCO3)OCO2	-10	-8	nt	1.5	2	nt	7	1.9	-0.6	-6
COc1cccc(/C=N/NC(=O)c2ccoc2C)c1	i	2	1	1.7	1	4	?	-0.7	-0.3	5
Cn1c(N)c(C(=O)COc2ccc(Cl)cc2Cl)c(=O)n(C)c1=O	-18	4	10	-0.3	26	7	-4	0.5	i	5
Nc1nc(SCC(=O)N2CCOCC2)[nH]c(=O)c1-c1ccccc1	-22	-14	22	0.7	4	3	1	0.6	-0.4	-5
S=C(NCC1COc2ccccc2O1)Nc1ccc(Br)cc1 (stereo not given)	-9	-3	-8	1.5	12	3	-2	4.3	i	-16
COc1cc(SC)ccc1C(=O)NNC(=O)c1cc(C)oc1C	1	-8	nt	2.7	4	nt	-7	-4.3	i	-8
CCN(C(=O)CSc1ncccc1C(=O)O)C1CCCCC1	-7	-13	11	0.5	4	-1	-7	0.5	-0.4	2
CCOCCCNC(=O)C(NC(=O)Cc1c[nH]c2ccccc12)c1ccccc1 (stereo not given)	3	-2	12	0.5	7	0	1	-0.7	-1.4	-9
CN(CCc1nc2ccc(Cl)cc2[nH]1)Cc1nc(CC2CC2)no1	-7	-6	13	0.8	5	-3	-8	1.4	-0.3	-1
COc1cc(OC)c(S(=O)(=O)N2CCCCC2)cc1S(=O)(=O)N1CCCCC1	-12	-2	-8	nt	7	-1	-1	0.5	-2.0	-1
COc1cc(CCN2C(=O)N[C@@H](CCc3ccccc3)C(C(C)=O)=C2C)cc(OC)c1OC	-12	nt	8	nt	4	-5	nt	nt	nt	-2
Cc1nnc(NC(=O)Nc2ccc(Cl)c(Cl)c2)s1	-5	-1	2	nt	-4	-2	9	0.9	3.3	-4
O=[N+]([O-])NC1=NCCN1Cc1ccc(Cl)nc1	-13	2	2	0.4	11	5	-1	-1.0	i	-9
COc1ccc(CN2CCN(Cc3ccc(C(F)(F)F)cc3)CC2)c(OC)c1	4	7	4	0.3	3	-6	-4	-0.2	i	-16
COc1ccccc1N1CCN(C(=O)CSc2nc3ccccc3nc2N2CCC(C)CC2)CC1	-26	17	10	-0.5	1	7	1	0.1	-0.2	8
Cc1ccc(OC(C)C(=O)N(C)Cc2ccccc2)c([N+](=O)[O-])n1 (stereo not given)	2	10	-11	0.5	0	1	-4	-1.5	i	-3
Cc1cc(/C=c2\sc3nc4ccccc4n3c2=O)c(C)n1-c1ccc(C(=O)O)cc1	nt	-1	22	1.3	-11	1	-1	-0.3	-5.6	nt
O=C(COc1ccc(C(=S)N2CCOCC2)cc1Cl)Nc1ccccc1Cl	-19	-7	7	-0.5	5	0	0	0.7	-0.3	2
COC(=O)Cn1nnc(N2CCOCC2)n1	0	1	27	0.2	-3	-3	-4	0.1	i	2

# By substructure: the compounds so far with a CF3 group.
molecule	SSB-PriA inh	Yp Topo-I inh	DUSP3 inh	TcdB inh	MazEF act	SARS 3CLpro inh	Anthrax LF prot	PfHsp40 yeast	BH1578 lux ind	Rv3671c inh
Cc1nnc(SCC2=C(C(=O)O)N3C(=O)C(NC(=O)C(C)n4nc(C(F)(F)F)cc4C)C3SC2)s1 (stereo not given)	-3	-9	-6	0.9	-7	4	13	0.8	i	-3
CCOC(=O)C(NC(=O)c1ccccc1F)(Nc1cc(C)on1)C(F)(F)F (stereo not given)	-5	0	-17	nt	3	6	1	-0.1	-0.3	-1
COc1ccc(CN2CCN(Cc3ccc(C(F)(F)F)cc3)CC2)c(OC)c1	4	7	4	0.3	3	-6	-4	-0.2	i	-16

# Entries above with a cyano group (2):
molecule	SSB-PriA inh	Yp Topo-I inh	DUSP3 inh	TcdB inh	MazEF act	SARS 3CLpro inh	Anthrax LF prot	PfHsp40 yeast	BH1578 lux ind	Rv3671c inh
CCOC(=O)C1CCN(c2nc3cc(OC)ccc3cc2C#N)CC1	-42	25	-9	nt	-3	1	2	0.5	i	-5
N#CC1(Nc2cccc(Cl)c2)CCCC1	-13	5	nt	0.3	-2	nt	-7	-0.4	i	nt

# Copied from the list:
# COc1cccc(/C=N/NC(=O)c2ccoc2C)c1 in MazEF act is listed with 1
# Cc1nnc(NC(=O)Nc2ccc(Cl)c(Cl)c2)s1 in SSB-PriA inh is listed with -5
# COc1cc(SC)ccc1C(=O)NNC(=O)c1cc(C)oc1C in SSB-PriA inh is listed with 1
# CCN(C(=O)CSc1ncccc1C(=O)O)C1CCCCC1 in MazEF act is listed with 4
# c1cc2c(cc1[C@H]1OC[C@H]3[C@@H]1CO[C@H]3c1ccc3c(c1)OCO3)OCO2 in Anthrax LF prot is listed with 7
# O=[N+]([O-])NC1=NCCN1Cc1ccc(Cl)nc1 in Yp Topo-I inh is listed with 2
